Bioassay records from PubChem.
Vif-APOBEC3F blk: qHTS for Inhibitors of Vif-A3F Interactions: qHTS; 0.2% of 390,000 active; Potency, µM (doses to about 46.1 µM), inactives show top-dose activity, negative = active; HeLa A3F-eYFP + Vif (tagged APOBEC3F with the HIV-1 protein that degrades it), YFP fluorescence increase; also: % of control where 0% means no effect; nearly all actives have a fitted effect of over 65% in size
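HeLa cells stably expressing Vif plus C-terminally eYFP-tagged A3F were seeded, incubated overnight at 37 deg C, dosed with compound, incubated overnight again at 37 deg C. Yellow fluorescence (Ex 488/Em 500-530) reported blocked Vif-mediated A3F-eYFP degradation.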
TrxR1 inh: qHTS Assay for Inhibitors of Mammalian Selenoprotein Thioredoxin Reductase 1 (TrxR1): qHTS. Thioredoxin reductase 1, cytoplasmic (Rattus norvegicus), O89049. recombinant rTrxR1, NADPH fluorescence consumption, selenite substrate. Potency, µM (highest dose often 114 µM), for the others: top-dose activity change, negative = inhibition, hits mostly inhibitors. 1% of 390,000 active; also: % is scaled to controls: 0 for no effect and ±100 for the full control effect; nearly all actives have a fitted effect of over 65% in size
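Rat TrxR1 (90 nM in the dispensed reagent) was pre-reduced with 400 uM NADPH for 5 min at room temperature, then incubated with compound for 15 min. After 400 uM selenite was added, NADPH fluorescence (Ex 340/Em 450 nm) was followed for 8 min.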
USP1 inh: Inhibitors of USP1/UAF1: Primary Screen; Ubiquitin carboxyl-terminal hydrolase 1 (Homo sapiens), O94782; recombinant USP1/UAF1, Ub-Rhodamine cleavage fluorescence; Potency, µM (top dose mostly 57.1 µM), for the others: at the top dose activity change, negative = inhibition, hits mostly inhibitors; 0.23% of 390,000 active; also: % is scaled to controls: 0 for no effect and ±100 for the full control effect; nearly all actives have a fitted effect of over 60% in size; inactives centre near -12
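USP1/UAF1 complex (1 nM) preincubated 15 min at room temperature with compound, then Ub-Rho substrate (150 nM final) added. Kinetic fluorescence at 480/540 nm over 6 reads at 60 s intervals; 50 mM HEPES pH 7.8, 0.5 mM EDTA, 0.1 mg/ml BSA, 1 mM TCEP, 0.01% Tween-20.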
12-LOX inh: Primary qHTS assay for inhibitors of human arachidonate 12S-lipoxygenase (ALOX12): Round 2. purified 12hLO, xylenol orange hydroperoxide absorbance. Potency, µM (highest dose often 108 µM), for the others: at the top dose activity change, negative = inhibition, most hits filed as inhibitors. 1.1% of 580,000 active. Polyunsaturated fatty acid lipoxygenase ALOX12 (Homo sapiens), P18054. AID 1671190, 2021; also: % is scaled to controls: 0 for no effect and ±100 for the full control effect
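Purified human 12hLO (150 nM final) in 25 mM Hepes, 0.01% Triton X-100, pH 7.0 was preincubated 15 min at room temperature with compound. Then 40 uM arachidonic acid was added, 30 min. Hydroperoxide was read by Fe-XO absorbance ratio 573/405 nm.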
Vif-A3G inh: qHTS for Inhibitors of Vif-A3G Interactions: qHTS | DNA dC->dU-editing enzyme APOBEC-3G (Homo sapiens), Q9HC16 | HeLa A3G-eYFP + Vif (tagged APOBEC3G with the HIV-1 protein that degrades it), YFP fluorescence, overnight | Potency, µM (highest dose often 46.1 µM), for inactives: at the top dose activity, negative = active, hits mostly inhibitors | 0.076% of 410,000 active | AID 602310, 2012;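 also: % is scaled to controls: 0 for no effect and ±100 for the full control effect; nearly all actives have a fitted effect of over 60% in size; hits raise eYFP signal because A3G escapes Vif-driven loss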
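HeLa cells stably expressing Vif and C-terminally eYFP-tagged A3G, seeded overnight at 37 deg C, then exposed to compound by pintool overnight at 37 deg C. Rise in yellow fluorescence (Ex 488/Em 500-530, Acumen) marks blocked Vif-driven A3G degradation.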
TrxR1 substrate: qHTS Assay for Substrates of Mammalian Selenoprotein Thioredoxin Reductase 1 (TrxR1): qHTS. Thioredoxin reductase 1, cytoplasmic (Rattus norvegicus), O89049. purified TrxR1 substrate turnover, NADPH consumption readout. Potency, µM (titrated, usually from 114 µM), for inactives: at the top dose activity change, negative = substrate turnover. 0.01% of 390,000 active. AID 588456, 2011; also: % is scaled to controls: 0 for no effect and ±100 for the full control effect; nearly all actives have a fitted effect of over 50% in size
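Rat TrxR1, dispensed at 90 nM, was prereduced with 400 uM NADPH (final) for 5 min at ~22 deg C, then incubated with compound 15 min before 400 uM selenite. A first-read NADPH fluorescence drop versus no-compound background flagged substrates.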
RGS4 inh: Inhibitors of Regulator of G Protein Signaling (RGS) 4: qHTS. Potency, µM (series often up to 114 µM), without a hit: at the highest dose activity change, negative = inhibition, hits mostly inhibitors. Transcreener GDP fluorescence polarization, RGS4-accelerated GTP hydrolysis. Regulator of G-protein signaling 4 (Homo sapiens), P49798. 0.039% of 390,000 active; also: % is scaled to controls: 0 for no effect and ±100 for the full control effect; nearly all actives have a fitted effect of over 75% in size; some results filed as inactive show a strong effect at the top dose
Target sequence (P49798 whole entry, looked up): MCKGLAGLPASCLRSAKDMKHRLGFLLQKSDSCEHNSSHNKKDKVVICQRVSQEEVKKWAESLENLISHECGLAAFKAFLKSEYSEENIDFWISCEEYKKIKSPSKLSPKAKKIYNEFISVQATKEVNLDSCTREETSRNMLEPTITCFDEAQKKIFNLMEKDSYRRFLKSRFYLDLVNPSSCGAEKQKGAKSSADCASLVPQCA
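MLSMR compounds (23 nl, pin-transferred) preincubated 10 min at room temperature with a 500nM (2x) first reagent, then RGS4 at 900nM (2x) plus Transcreener GDP mix added; fluorescence polarization (620/688 nm) read before and after 90 min at 30 °C.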
IDH1 R132H inh: qHTS for Inhibitors of mutant isocitrate dehydrogenase 1 (IDH1): qHTS; Isocitrate dehydrogenase [NADP] cytoplasmic (Homo sapiens), O75874; IDH1-R132H enzyme, NADPH consumption, diaphorase/resazurin fluorescence; Potency, µM (series often up to 76.6 µM), for the others: at the highest dose activity change, negative = inhibition, usual class: inhibitors; 0.093% of 390,000 active; AID 602179, 2012; also: % is scaled to controls: 0 for no effect and ±100 for the full control effect; nearly all actives have a fitted effect of over 65% in size
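IDH1-R132H (0.5 ug/mL) preincubated 30 min with compound, then NADPH (0.016 mM) and alpha-KG (2 mM) added; 80 min at RT, pH 7.5. Remaining NADPH coupled via diaphorase/resazurin to fluorescence (540/590 nm); concentration-response curves normalized to no-enzyme control.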
RXFP1 agonist: qHTS Assay for Agonists of the Relaxin Receptor RXFP1; Relaxin receptor 1 (Homo sapiens), Q9HBX9; HEK293T-RXFP1 cAMP TR-FRET, 30 min; response scale: percent of porcine relaxin response, buffer zero; Potency, µM (titrated, usually from 57.5 µM), inactives show at the top dose activation, actives largely listed as activators; 0.3% of 370,000 active; also: % is scaled to controls: 0 for no effect and ±100 for the full control effect; nearly all actives have a fitted effect of over 60% in size; many of its hits are not listed in these tables
Target sequence (Q9HBX9 whole entry, looked up): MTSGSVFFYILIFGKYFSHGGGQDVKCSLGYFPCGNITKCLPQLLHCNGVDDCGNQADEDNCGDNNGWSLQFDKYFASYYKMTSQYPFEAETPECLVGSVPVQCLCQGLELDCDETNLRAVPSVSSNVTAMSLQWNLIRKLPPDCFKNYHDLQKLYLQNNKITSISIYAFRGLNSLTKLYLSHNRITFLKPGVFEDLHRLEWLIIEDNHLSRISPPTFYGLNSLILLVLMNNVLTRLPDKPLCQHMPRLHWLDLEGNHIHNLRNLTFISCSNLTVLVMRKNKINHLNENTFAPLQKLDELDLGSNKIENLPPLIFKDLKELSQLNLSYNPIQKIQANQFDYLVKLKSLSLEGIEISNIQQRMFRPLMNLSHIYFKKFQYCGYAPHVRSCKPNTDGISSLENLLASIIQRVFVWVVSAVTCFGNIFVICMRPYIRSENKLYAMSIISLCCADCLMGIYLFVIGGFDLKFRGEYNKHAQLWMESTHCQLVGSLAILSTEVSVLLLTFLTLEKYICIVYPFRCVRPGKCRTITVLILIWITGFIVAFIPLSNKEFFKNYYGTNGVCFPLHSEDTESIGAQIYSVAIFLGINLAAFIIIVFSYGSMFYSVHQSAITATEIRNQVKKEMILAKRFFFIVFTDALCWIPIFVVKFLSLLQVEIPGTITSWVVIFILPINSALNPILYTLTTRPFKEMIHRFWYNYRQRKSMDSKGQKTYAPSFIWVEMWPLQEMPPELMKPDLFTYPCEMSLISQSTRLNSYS
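HEK293 cells stably expressing RXFP1, treated 30 min at 37C with compounds plus PDE4 inhibitor Ro 20174; cAMP measured by HTRF TR-FRET. Normalized to buffer and 29 nM porcine relaxin; EC50 by Hill fit.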
Starred values were filed as active, the others as inactive; u = inconclusive; x = no result given; [ ] = dose if it differs, or a comment. Calls follow the shape of the dose curve; as a rule, active = well fitted curve in the direction sought with a large enough effect; inconclusive = small, poorly fitted or top-dose-only effect, or another doubt; inactive = no such curve, though single readings can be large; an effect the other way counts as inactive or inconclusive. Potency is read from the fitted curve at half-maximal effect. Only part of the results is shown, so the mix of outcomes need not match the whole.

SMILES	Vif-APOBEC3F blk	TrxR1 inh	USP1 inh	12-LOX inh	Vif-A3G inh	TrxR1 substrate	RGS4 inh	IDH1 R132H inh	RXFP1 agonist
Cc1sc2ncn(CC(=O)N3CCN(c4cccc(Cl)c4)CC3)c(=O)c2c1S(=O)(=O)N1CCN(c2ncccn2)CC1	0%	7%	-23%	-6%	-4%	-1%	-10%	13%	2.6%
CCn1c(SCC(=O)N2CCCC2)nc2ccccc21	2%	19%	-12%	1%	7%	-3%	-14%	20%	2.4%
Cc1ncsc1C(=O)N1CCCC(C(=O)c2ccc3ccccc3c2)C1 (stereo not drawn)	2%	-12%	0%	0%	0%	2%	-1%	4%	-3.0%
C#CCOCCOCCOCCNc1nc(N2CCOCC2)nc(N2CCN(C(=O)[C@H](Cc3ccc(O)cc3)n3cc(CCO)nn3)CC2)n1	3%	11%[57.1 µM]	-27%	-10%	3%	7%[57.1 µM]	7%	-9%	x
O=C(NC(Cc1ccc(O)cc1)C(=O)O)c1ccc2c(c1)OCO2 (stereo not drawn)	-1%	-6%	-25%	-2%	0%	-3%	-2%	5%	-0.1%
O=S(=O)(NCc1ccc(Cl)cc1Cl)c1cccs1	-9%	14%	-15%	-8%	-5%	3%	3%	6%	0.5%
CC(=O)CSc1nnc(Cc2ccc3c(c2)OCO3)o1	-3%	12%	-11%	15%	0%	-4%	0%[56.9 µM]	1%	-1.8%
Brc1ccc(-c2cnc3n2CCCC3)cc1	4%	2%[57.1 µM]	3%	26%	0%	1%[57.1 µM]	42%	0%	2.3%
CCN1C(=O)[C@H]2[C@@H](c3ccc(OC)cc3)N3C(=O)CN(CC4CC4)C(=O)[C@@]3(C)[C@H]2C1=O	-6%	7%	-18%	28%	6%	-3%	13%	2%	-1.0%
Cc1ccc(N2C(=O)CC(Cc3ccc(Cl)cc3)C2=O)cc1 (stereo not drawn)	1%	7%[57.1 µM]	-7%	u	-1%	-8%	17%	4%	-0.5%
Nc1cc(N)nc(SCC(=O)c2ccccc2)n1	-3%	-23%[57.1 µM]	2%	-4%	-2%	0%[57.1 µM]	-52%	-10%	4.0%
CCCCc1nc2n[nH]c(N)c2c2c1CSC(C)(C)C2	-5%	8%[57.1 µM]	-12%	265%[activator]	-8%	4%[57.1 µM]	12%	1%	-0.4%
O=C(CN1CCN(Cc2ccc(Cl)cc2)CC1)N/N=C/c1cccs1	-2%	3%[57.1 µM]	-8%	12%	3%	-6%[57.1 µM]	6%	0%	-2.9%
Cc1ccc(F)c(NC(=O)c2c(-c3ccccc3)noc2C)c1	-9%	21%	-16%	-8%	1%	-3%	-10%	14%	1.4%
C[C@H](CO)N1C[C@H](C)[C@H](CN(C)S(=O)(=O)c2ccc(C#N)cc2)OCc2cnnn2CCCC1=O	0%	x	-15%	-1%	1%	x	x	4%	x
O=C(NCC1CCCCC1)C1(CC2CC(c3cccc(Br)c3)=NO2)CCNCC1 (stereo not drawn)	0%	u	-13%	-31%	-3%	-1%	-7%	0%[38.3 µM]	-0.8%
CC(C)(C)OC(=O)NCCCCCC(=O)N/N=C/c1coc2ccccc2c1=O	-9%	-1%	-9%	-25%	1%	3%	15%	-11%	-0.7%
O=c1onc(-c2cccnc2)n1-c1ccccc1F	3%	16%	-8%	135%[activator]	-1%	5%	5%	7%	3.2%
Cc1cc(F)ccc1NC(=O)C(C)n1c2ccccc2c2nc(=O)cc(C)n21 (stereo not drawn)	-11%	8%	-13%	17%	5%	6%	-25%	9%	3.4%
O=C(COC(=O)CNC(=O)c1ccc(-c2ccccc2)cc1)NCc1ccco1	8%	7%[57.1 µM]	-8%	-1%	-5%	-5%	-22%	2%	-0.4%
Cn1c(SCC(=O)Nc2ccccc2Oc2ccccc2)nnc1C1CC1	-1%	37%[activator]	-21%	195%[activator]	1%	6%	15%	0%	1.1%
COC(=O)[C@@]12CCCCN1[C@H](c1ccc(-c3ccc(Cl)c(Cl)c3)c(OC)c1)[C@@H]1C(=O)N(C)C(=O)[C@@H]12	-3%	17%[57.1 µM]	-12%	15%	-3%	5%[57.1 µM]	-2%	-1%	x
COc1ccc(C(=O)CCS(=O)(=O)c2ccc(C)cc2)cc1	4%	14µM*	-23%	23%	-5%	0%	-12%	-5%	0.5%
COc1cc(C2CC(=O)Nc3ccccc3S2)cc(OC)c1OC (stereo not drawn)	12%	12%	-19%	-20%	-9%	0%	11%	11%	-0.2%
CCOC(=O)N1CCN(c2nc3ccccc3n3cnnc23)CC1	5%	14%	-9%	-5%	1%	-1%	-8%	3%	13%
CC(C)(C)NC(=O)C[n+]1ccc(C(N)=O)cc1	1%	11%	-16%	-2%	7%	-4%	-20%[11.4 µM]	8%	-0.1%
Cc1ccc(NS(=O)(=O)c2ccc3[nH]c4c(c3c2)CCCCCC4)cc1Cl	0%	26%	-23%	u	1%	-5%	-12%	-11%	0.0%
COc1ccc(C(=O)COC(=O)Cn2c(C)csc2=O)c(OC)c1	6%	-1%	-15%	-4%	-1%	-6%	9%	12%	0.9%
CCc1ccc(CCC(=O)Nc2ccc(S(N)(=O)=O)cc2)o1	-12%	u	-16%	0%	0%	8%	-13%	5%	-0.3%
Cc1ccc(C(=O)NC(=S)Nc2ccc(NC(=O)c3cccs3)cc2)cc1[N+](=O)[O-]	-5%	-8%	-21%	1%	-4%	-7%	13%	0%	2.2%
CCC(C)(C(=O)NC1CCCCC1)N(C(=O)c1ccccn1)c1ccc(C)cc1 (stereo not drawn)	-16%	-3%	-15%	u	-1%	-4%	31%	1%	0.5%
Cc1sc(NC(=O)c2ccco2)c(C(c2cccnc2)N2CCN(C)CC2)c1C (stereo not drawn)	-4%	u	-8%	0%	1%	12%[57.1 µM]	14%	-4%	1.6%
CCOc1cc(/C=N/NC(=O)c2ccncc2)cc(Cl)c1OS(C)(=O)=O	10%	4%	-25%	10%	0%	-3%	15%	3%	-0.5%
Cc1c2c(nc3ccccc13)OCC2	5%	29%	-11%	-7%	1%	5%	7%	1%	-0.5%
CCOc1cccc(/C=C/C(=O)O)c1	-2%	26%	-22%	1%	-14%	22%	-13%	-3%	2.3%
Cn1nnc2c(NCc3c(F)cccc3F)ncnc21	0%	12%[57.1 µM]	-6%	0%	-4%	0%[57.1 µM]	19%	-14%	7.3%

Entries above that contain an aryl methoxy group (5):
SMILES	Vif-APOBEC3F blk	TrxR1 inh	USP1 inh	12-LOX inh	Vif-A3G inh	TrxR1 substrate	RGS4 inh	IDH1 R132H inh	RXFP1 agonist
CCN1C(=O)[C@H]2[C@@H](c3ccc(OC)cc3)N3C(=O)CN(CC4CC4)C(=O)[C@@]3(C)[C@H]2C1=O	-6%	7%	-18%	28%	6%	-3%	13%	2%	-1.0%
COC(=O)[C@@]12CCCCN1[C@H](c1ccc(-c3ccc(Cl)c(Cl)c3)c(OC)c1)[C@@H]1C(=O)N(C)C(=O)[C@@H]12	-3%	17%[57.1 µM]	-12%	15%	-3%	5%[57.1 µM]	-2%	-1%	x
COc1ccc(C(=O)CCS(=O)(=O)c2ccc(C)cc2)cc1	4%	14µM*	-23%	23%	-5%	0%	-12%	-5%	0.5%
COc1cc(C2CC(=O)Nc3ccccc3S2)cc(OC)c1OC (stereo not drawn)	12%	12%	-19%	-20%	-9%	0%	11%	11%	-0.2%
COc1ccc(C(=O)COC(=O)Cn2c(C)csc2=O)c(OC)c1	6%	-1%	-15%	-4%	-1%	-6%	9%	12%	0.9%
